Screening results deposited in PubChem BioAssay by several laboratories.
TRPC4 inh: inhibitors of mouse TRPC4 channel | Q9QUQ5 | HEK293 TRPC4beta/mu-opioid, DAMGO-evoked Fluo4 calcium flux; stronger effect = lower value | B-score at 10 µM | 0.39% of 300,000 active;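 active = B-score over 3 SD under the library average, no early fluorescence shift, positive overall ratio signal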
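Material: HEK293 cells with stable TRPC4beta plus mu-opioid receptor expression / Probe or stimulus: DAMGO in two steps, submaximal then maximal / Compound: single concentration per test compound / Technique: kinetic Fluo4 fluorescence imaging of calcium influx / Read-out: per-well B score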
TRPC6 act: activates the mouse TRPC6 cation channel; Q61143; HEK293-TRPC6 membrane potential dye fluorescence; stronger effect = higher value; B-score at 10 µM; 0.13% of 310,000 active; AID 2550;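 active = B-score of the integrated fluorescence ratio above library mean plus 3 SD, and starting fluorescence ratio within library mean plus 5 SD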;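 also: higher score means more depolarization so channel activation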
Target sequence (Q61143 whole entry, looked up): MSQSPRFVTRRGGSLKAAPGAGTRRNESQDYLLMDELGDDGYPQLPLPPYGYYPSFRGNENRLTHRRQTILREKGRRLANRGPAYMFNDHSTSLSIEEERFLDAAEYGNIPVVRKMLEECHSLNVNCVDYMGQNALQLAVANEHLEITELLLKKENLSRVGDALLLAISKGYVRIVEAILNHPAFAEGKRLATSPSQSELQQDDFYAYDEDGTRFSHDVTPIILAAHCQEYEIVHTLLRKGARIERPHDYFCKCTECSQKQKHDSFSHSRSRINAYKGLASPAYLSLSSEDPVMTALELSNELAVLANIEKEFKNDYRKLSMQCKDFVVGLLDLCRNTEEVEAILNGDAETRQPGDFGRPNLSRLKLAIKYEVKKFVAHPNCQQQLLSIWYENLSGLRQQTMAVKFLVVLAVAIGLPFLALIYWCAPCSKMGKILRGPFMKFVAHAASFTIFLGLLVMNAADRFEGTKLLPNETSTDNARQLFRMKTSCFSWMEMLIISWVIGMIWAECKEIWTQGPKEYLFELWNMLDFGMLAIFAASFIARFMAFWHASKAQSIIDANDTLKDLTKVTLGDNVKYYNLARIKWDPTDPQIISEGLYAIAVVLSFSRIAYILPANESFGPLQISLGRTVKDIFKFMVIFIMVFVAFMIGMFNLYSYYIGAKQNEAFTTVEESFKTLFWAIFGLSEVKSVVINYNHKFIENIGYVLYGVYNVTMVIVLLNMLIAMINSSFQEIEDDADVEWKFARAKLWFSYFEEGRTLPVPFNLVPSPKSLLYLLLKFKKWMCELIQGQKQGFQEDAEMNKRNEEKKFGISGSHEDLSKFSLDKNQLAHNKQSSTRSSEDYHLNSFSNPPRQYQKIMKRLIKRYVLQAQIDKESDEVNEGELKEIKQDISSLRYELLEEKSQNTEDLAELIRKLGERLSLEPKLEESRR
MrgX1 agonist: human MrgX1 receptor agonism, primary screen; MrgX1-HEK293 cells, Fluo-4 calcium fluorescence, agonist mode; stronger effect = higher value; Q96LB2; AID 588627; B-score at 10 µM; 0.44% of 310,000 active;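 active = calcium response B-score plate-corrected fluorescence ratio at least 3 library SD, with starting fluorescence B-score inside 5 SD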
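Test system: Stable human MrgX1 HEK293 cell line | Schedule: Overnight plating before 1 h dye loading | Read-out basis: Baseline-normalised fluorescence change ratio, B-scored | Detection: Kinetic calcium dye fluorescence, Fluo-4 NW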
HIF act: HIF pathway transcriptional activation; U2OS HRE-luciferase reporter, luminescence; normalized: DMSO 0%, desferrioxamine 100%; activation, % at 7.5 µM (by protocol); 0.32% of 300,000 active; AID 1910;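 active = mean activation of at least 10% of the iron chelator positive control signal, with at least half of replicates also reaching 10%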
MrgX1 PAM: allosterically activates human MrgX1 receptor signaling; B-score at 10 µM; 0.63% of 310,000 active; MrgX1-HEK293, Fluo-4 calcium flux, FDSS; stronger effect = higher value;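 active = plate-corrected calcium response at least 3 library SD above typical, normal starting fluorescence, not activating the receptor alone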;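 also: compound read alongside a low EC10 to EC30 dose of BAM8-22 agonist; peak minus trough fluorescence over baseline measured at the second addition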
MrgX1 antag: blocks BAM8-22 activation of human MrgX1 receptor; Q96LB2; MRGX1-HEK293 calcium flux, Fluo-4, BAM8-22 antagonism; stronger effect = lower value; B-score at 10 µM; 1.3% of 310,000 active; AID 588676;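 active = calcium-response B-score plate-corrected more than 3 library SD below zero, starting fluorescence within 5 deviations, no agonist response on first addition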;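 also: peak minus trough fluorescence over baseline after final BAM8-22 challenge near maximal dose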
TRPC4 PAM: TRPC4 (mouse) allosteric potentiation | Q9QUQ5 | HEK293 TRPC4beta/mu-opioid, DAMGO EC20, Fluo-4 Ca2+ flux; stronger effect = higher value | B-score at 10 µM | 0.42% of 310,000 active | AID 2227;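 active = B-score of calcium response area above 5 SD of library B-scores, with initial fluorescence ratio within 5 SD of library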;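 also: B-score of integrated fluorescence ratio over time as area under calcium response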
AI-2 QS mod: Vibrio harveyi AI-2 quorum sensing modulation | 0.4% of 300,000 active | Vibrio harveyi JMH597 AI-2 luminescence/OD600 ratio, 9 h; stronger effect = lower value; strain lacks LuxN and CqsS sensors; 0 = neutral-control median | activity change, % at 7.5 µM | AID 2094; in the data active = activity change below about -75%, passing the limit was not always enough;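 also: luminescence divided by OD600 gain over 9 h not by final OD600 alone; inactives centre near 13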
TRPC4 act: activators of mouse TRPC4 channel | Q9QUQ5 | HEK293 TRPC4beta/mu-opioid, Fluo4 calcium fluorescence; stronger effect = higher value | B-score at 10 µM | 0.49% of 310,000 active | AID 2237;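 active = B-score above 5 SD of library B-scores, and initial fluorescence ratio not above library mean plus 5 SD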;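 also: positive B-score marks a calcium rise read as TRPC4 activation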
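Assay system: HEK293 stable line with TRPC4beta plus mu-opioid receptor. Times: dye 45 min RT, read 110 s. Measured by: kinetic Fluo4 calcium fluorescence. Measure: B score of integrated ratio. Controls: assay buffer as low control, maximal DAMGO as high control.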
TRPC6 inhibitor: inhibitors of mouse TRPC6 channel; Q61143; HEK293-TRPC6, membrane potential dye, ACh-evoked depolarization; stronger effect = lower value; B-score at 10 µM; 1.1% of 310,000 active;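 active = B-score under library mean minus 3 SD, initial fluorescence not abnormally high, positive integrated signal ratio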;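 also: B-score derived from integrated fluorescence ratio over the kinetic read; more negative B-score means stronger inhibition of depolarization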
PolyA inh: yeast polyadenylation inhibition; calls only at 12 µM; 0.02% of 300,000 active; S. cerevisiae SKY197-pL101 polyadenylation reporter, beta-gal luminescence; efflux-impaired pdr1/pdr3 knockout yeast; score 100 = 6 SD above DMSO;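 active = lowest replicate activity score at least 50, where 100 means six control SD above control mean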;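 also: yeast exposed to compound for 9 h at 30 °C; higher score means more reporter readthrough which indicates perturbed polyadenylation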
* hit, by the source's call; i = inactive; x = not tested or not shown. These rows are one share of the data, so the mix of outcomes need not match the whole.

molecule,TRPC4 inh,TRPC6 act,MrgX1 agonist,HIF act,MrgX1 PAM,MrgX1 antag,TRPC4 PAM,AI-2 QS mod,TRPC4 act,TRPC6 inhibitor,PolyA inh
COc1cc([N+](=O)[O-])ccc1NC(=O)CCCOc1cccc(C)c1C,i,i,i,-0.5,i,i,i,16.1,i,i,i
COc1ccc(C)cc1S(=O)(=O)N(C)CC(=O)Nc1ccc2c(c1)OCO2,i,i,i,0.3,i,i,i,26.6,i,i,i
O=C(CCSCCC(=O)NCc1ccc(F)cc1)NCc1ccc(F)cc1,i,i,i,0.5,i,i,i,10.6,i,i,i
CCOC(=O)c1cn(Cc2ccc(C)cc2)nn1,i,i,i,0.1,i,i,i,-22.1,i,i,i
CCOc1ccc(NS(=O)(=O)c2coc(C(N)=O)c2)cc1,i,i,i,0.2,i,i,i,3.7,i,i,i
O=C(c1ccc(-c2ccccc2)cc1)C1CCCN(C(=O)c2ccncc2)C1 (stereo unspecified),i,i,i,-0.1,i,i,i,12.6,i,i,i
CC1(C)NC(=O)N(CCCCOc2ccc3c(c2)CCC3)C1=O,i,i,i,-0.7,i,i,i,25.7,i,i,i
CCn1c(C)nc2cc(C(=O)N/N=C(\C)c3ccc(N4CCOCC4)cc3)ccc21,i,i,i,1.4,i,i,i,48.0,i,i,i
Cc1ccc(NC(=O)C2CCCN2S(=O)(=O)c2ccc(F)cc2)c(C)c1 (stereo unspecified),i,i,i,0.0,i,i,i,-2.3,i,i,i
C=C1SC(=Nc2c(C)cc(C)cc2C)N(C(=O)c2sc3ccccc3c2Cl)C12CCCCC2,i,i,i,-14.5,i,i,i,6.2,i,i,i
COCCCN1C(=O)C(=O)/C(=C(/O)c2ccc(OC)cc2C)C1c1cccnc1 (stereo unspecified),i,i,i,-0.3,i,i,i,16.6,i,i,i
CC1CCCCN1C(=S)NCCc1ccccc1 (stereo unspecified),i,i,i,1.2,i,i,i,5.7,i,i,i
CCCc1nnc(NC(=O)CC(C)c2ccccc2)s1 (stereo unspecified),i,i,i,2.3,i,i,i,12.7,i,i,i
COC(=O)c1ccc(C(=O)NC2CCCc3c2cnn3-c2cc(F)cc(F)c2)nc1 (stereo unspecified),i,i,i,2.1,i,i,i,24.8,i,i,i
C/C(=N/NS(=O)(=O)c1ccc(C)c(C)c1)c1ccncc1,i,i,i,-0.5,i,i,i,35.7,i,i,i
O=C(N/N=C/c1cc([N+](=O)[O-])ccc1Cl)c1ccc2nc[nH]c2c1,i,i,i,-0.5,i,i,i,27.7,i,i,i
N=c1c2ccccc2nnn1-c1ccc(C(F)(F)F)cc1,i,i,i,1.3,i,i,i,25.6,i,i,i
O=C(NCCCn1ccnc1)/C(=C\c1ccc(Br)cc1)NC(=O)c1ccccc1F,i,i,i,0.2,i,i,i,12.5,i,i,i
Cc1ccc(NC(=O)Cn2cccc2C2=NC(c3ccccc3)CO2)c(C)c1 (stereo unspecified),i,i,i,0.5,i,i,i,0.5,i,i,i
COc1cc(NC(=S)NCCCN(C)C)c(OC)cc1NC(=O)c1ccco1,i,i,i,0.5,i,i,i,4.3,i,i,i
COc1ccc(C(=O)NCc2ccc3c(c2)OCO3)cc1S(=O)(=O)N(C)Cc1ccccc1,i,i,i,-0.3,i,i,i,27.2,i,i,i
Cc1ccc(CNC(=O)CCC(=O)c2cccs2)cc1,i,i,i,-1.0,i,i,i,-24.0,i,i,i
CC1C2CC(CC1(C)C)N(C(=O)Nc1ccc3nccnc3c1)C2 (stereo unspecified),i,i,i,0.3,i,i,i,10.8,i,i,i
CC(/C=C1\N=C(SCc2ccccc2)SC1=O)=C\c1ccccc1,i,i,i,-32.2,i,i,i,-4.6,i,i,i
Cc1c(NC(=O)C2CCCCC2)cc(C(=O)N2CCOCC2)cc1[N+](=O)[O-],i,i,i,-1.0,i,i,i,25.9,i,i,i
Clc1ccc(-c2cc(-c3ccccn3)on2)c(Cl)c1,i,i,i,-1.4,i,i,i,35.6,i,i,i
COc1cc(CN2CCCC(CCC(=O)NCc3ccc(C)o3)C2)cc2c1OCO2 (stereo unspecified),i,i,i,0.0,i,i,i,9.9,i,i,i
OC(COc1cc(Cl)c(Cl)cc1Cl)CN1CCN(c2ncccn2)CC1 (stereo unspecified),i,i,i,-0.2,i,i,i,6.2,i,i,i
O=C(NCc1cccs1)C1CCN(S(=O)(=O)c2ccc(Br)s2)CC1,x,x,i,-0.2,i,i,x,26.4,x,x,i
O=C(CC(c1ccccc1)c1cc(Br)ccc1O)NCCCN1CCOCC1 (stereo unspecified),i,i,i,0.9,i,i,i,-6.0,i,i,i
COc1ccc(COc2ccc3ccc(=O)oc3c2)cc1,i,i,i,2.8,i,i,i,8.1,i,i,i
CCOC(=O)N1CCN(c2c(NCC3CCCO3)c(=O)c2=O)CC1 (stereo unspecified),i,i,i,-0.1,i,i,i,14.6,i,i,i
CCn1cc(/C=N\NC(=O)c2c[nH]c3ccccc23)c(C)n1,i,i,i,1.2,i,i,i,19.5,i,i,i
CC(C)(C)OC(=O)N1CCCC1C(=O)NC(Cc1ccccc1)C(=O)O (stereo unspecified),i,i,i,-0.1,i,i,i,21.7,i,i,i
COc1cc(CNS(=O)(=O)c2ccc3c(c2)CC(C)N3C(=O)C2CCC2)cc(OC)c1OC (stereo unspecified),i,i,i,-0.5,i,i,i,4.1,i,i,i
CC(=O)Nc1nc(C)c(CCC2OCCO2)c(=O)[nH]1,i,i,i,-1.5,i,i,i,13.9,i,i,i
Cc1ccc(C)c(C(=O)CSc2nnc(C)s2)c1,i,i,i,1.9,i,i,i,6.2,i,i,i
CC1CCC(NC(=O)c2ccc(/C=C3\Oc4ccccc4N(C)C3=O)cc2)CC1 (stereo unspecified),i,i,x,-7.7,x,x,i,12.9,i,i,i
COc1ccc2c(c1OC)C(=O)OC2,i,i,i,0.0,i,i,i,7.9,i,i,i
O=C(CSc1ccc(-c2ccco2)nn1)NCc1ccc(F)cc1,i,i,i,-0.3,i,i,i,-6.0,i,i,i
O=C(N/N=C\c1ccc(F)cc1)c1ccc(F)cc1,i,i,i,3.3,i,i,i,6.2,i,i,i
CCc1c(C(=O)Nc2ccccc2C(N)=O)csc1C,i,i,i,0.8,i,i,i,8.8,i,i,i
O=C(CN1C(=O)c2ccccc2S1(=O)=O)Nc1ncc([N+](=O)[O-])s1,i,i,x,-1.1,x,x,i,21.5,i,i,i
CC(C)n1c2ccccc2c2nnc(SCC(=O)OCN3C(=O)c4ccccc4C3=O)nc21,i,i,i,0.1,i,i,i,2.0,i,i,i
CCC1=Nc2cc(C(=O)NCCCN3CCOCC3)ccc2Sc2ccccc21,i,i,i,-0.6,i,i,i,-19.2,i,i,i
O=C(Oc1ccc(Cl)cc1)c1ccc2nccnc2c1,i,i,i,0.0,i,i,i,-41.6,i,i,i
O=C(Nc1ccc(N2CCCC2)cc1)c1ccc(Br)o1,i,i,i,x,i,i,i,14.3,i,i,i
CC1CCC(NC(=O)CCS(=O)(=O)c2ccc3c(c2)NC(=O)CO3)CC1 (stereo unspecified),i,i,i,2.2,i,i,i,14.0,i,i,i
O=C(/C=C/Nc1ccccc1)C(F)(F)F,i,i,i,0.1,i,i,i,-1.3,i,i,i
O=C(CCNC(=O)c1ccc([N+](=O)[O-])cc1)NNC(=O)c1ccncc1,i,i,i,-0.4,i,i,i,10.7,i,i,i
CCC(C)c1ccc(OCC(=O)Nc2ccc3[nH]c(=O)[nH]c3c2)cc1 (stereo unspecified),i,i,i,0.2,i,i,i,49.3,i,i,i
Cc1c(C)c2c(OCC(=O)N[C@@H](Cc3ccccc3)C(=O)O)cc3c(c2oc1=O)CCC(C)(C)O3,i,i,i,0.0,i,i,i,20.8,i,i,i
NC(=O)c1nnn(-c2cccc(C(F)(F)F)c2)c1-c1ccccc1,i,i,i,-1.0,i,i,i,4.4,i,i,i
COc1ccc(N2C(=O)CC(SCc3ccc(Cl)cc3)C2=O)cc1 (stereo unspecified),i,i,i,-0.1,i,i,i,10.1,i,i,i
O=S(=O)(Nc1ccccc1Cl)c1cc(NC(=S)NCCN2CCOCC2)ccc1Cl,i,i,i,0.0,i,i,i,16.2,i,i,i
CC(CC(=O)N1CCN(c2ccccc2)CC1)S(=O)(=O)c1ccc2c(c1)NC(=O)CS2 (stereo unspecified),i,i,i,-0.5,i,i,i,11.7,i,i,i
CC1(C)CC(=O)c2c(oc3cc(O)c(O)cc23)C1,i,i,i,0.1,i,i,i,-1.4,i,i,x
O=C(c1n[nH]c(=O)c2ccccc12)N1CCN(Cc2ccc3c(c2)OCO3)CC1,i,i,i,0.1,i,i,i,16.2,i,i,i
Cc1ccccc1CN(c1ccc(C(=O)N2CCCC2)cc1)S(C)(=O)=O,i,i,i,-0.2,i,i,i,19.5,i,i,i
COc1cc(S(=O)(=O)N2CCN(C)CC2)ccc1Cl,i,i,i,-0.1,i,i,i,19.1,i,i,i
Cn1c(=O)c(S(=O)(=O)C(C)(C)C)c(O)c2ccccc21,i,i,i,0.0,i,i,i,15.7,i,i,i
O=C(NCc1ccccc1Cl)C1CCCN(C(=O)Nc2ccc(F)cc2)C1 (stereo unspecified),i,i,i,-0.1,i,i,i,15.4,i,i,i
COC(=O)Nc1c(C)nn(Cc2ccccc2C)c1C,i,i,i,-0.4,i,i,i,20.6,i,i,i

One compound at a time, as listed above. Order of screens: TRPC4 inh | TRPC6 act | MrgX1 agonist | HIF act | MrgX1 PAM | MrgX1 antag | TRPC4 PAM | AI-2 QS mod | TRPC4 act | TRPC6 inhibitor | PolyA inh
`C=C1SC(=Nc2c(C)cc(C)cc2C)N(C(=O)c2sc3ccccc3c2Cl)C12CCCCC2` is entered as i | i | i | -14.5 | i | i | i | 6.2 | i | i | i
`CCCc1nnc(NC(=O)CC(C)c2ccccc2)s1` (stereo unspecified) is entered as i | i | i | 2.3 | i | i | i | 12.7 | i | i | i
